# Source: PubChem BioAssay (several laboratories)
# PKA-R1A activ = activates the PKA-R1A holoenzyme complex; PKA-R1A dissociation, Cy5-IP20 fluorescence polarization; scaled: DMSO 0%, 113 µM cGMP 100%; activation, % at 11.4 µM; 340,000 compounds, 0.083% hits;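 active = percent activation above the mean of all tested compounds plus 3 SD, cut at about 19% in these data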;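 note: higher means more PKAc released from R1A so a rise in polarization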
# MOR-DOR ag = agonists of human mu-delta opioid receptor heterodimerization. cells, OPRM1-OPRD1 heterodimerization, luminescence. activation, % at 9.3 µM. 340,000 compounds, 0.3% hits. AID 504326; in the data active = activation above about 18%;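 note: 0% = vehicle-treated cells and 100% = reference agonist; values of inactives mirror those of a sister screen read the other way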
# Ecoli viability = reduces bacterial viability in AddAB counter-screen. 330,000 compounds, 0.27% hits. E. coli V3065 growth, OD600 absorbance, 18 h. inhibition, % at 11.9 µM. AID 449728;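 active = inhibition above the campaign's mean inhibition across all tested compounds plus 3 SD, cut at about 9.9% in these data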;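 note: uninfected addAB+ strain grown without phage in ampicillin broth; 0% = DMSO wells and 100% = ciprofloxacin 0.95 µg/ml wells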
# SUMO Mot1 rescue = SUMOylation pathway inhibition by Mot1-301 growth rescue; S. cerevisiae Mot1-301 growth rescue, ATP luminescence, 38.5C; percent above DMSO median, 100 means doubled; growth rescue, % at 18.8 µM; 320,000 compounds, 1% hits;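 active = every valid replicate shows activation above 250% relative to neutral control wells; inactive = the rest, any valid replicate at or below 250%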;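 note: OY570 slx delta 5 strain wells were the positive control but not used for scaling; some compounds called inactive have numbers as strong as hits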
# HTR5A inv ag = HTR5A inverse agonism, opioid heterodimer counter-screen | HTR5A cell line, luminescence | P47898 | AID 504634 | 340,000 compounds, 0.083% hits | inhibition, % at 9.3 µM; in the data active = inhibition mostly above about 23%, no sharp cut-off; inactive = mostly below about 18%;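 note: 0% = cells with DMSO and 100% = no-cell wells with DMSO; some compounds called inactive have numbers as strong as hits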
# Target sequence (P47898 whole entry, looked up): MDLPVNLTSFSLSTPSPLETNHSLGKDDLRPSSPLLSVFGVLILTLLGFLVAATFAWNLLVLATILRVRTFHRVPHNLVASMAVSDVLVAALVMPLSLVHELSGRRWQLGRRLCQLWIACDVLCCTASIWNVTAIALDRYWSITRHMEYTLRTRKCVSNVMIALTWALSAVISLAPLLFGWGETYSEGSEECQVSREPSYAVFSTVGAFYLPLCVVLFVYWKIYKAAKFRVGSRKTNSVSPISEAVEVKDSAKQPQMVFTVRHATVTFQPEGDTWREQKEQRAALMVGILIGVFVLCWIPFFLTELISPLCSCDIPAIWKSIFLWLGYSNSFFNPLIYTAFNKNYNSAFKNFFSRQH
# phage Ecoli inh = E. coli growth loss with phage present; growth absorbance; inhibition, % at 11.9 µM; 360,000 compounds, 0.26% hits; in the data active = inhibition above about 11%
# AddAB inh = less growth of phage-infected E. coli with AddAB | E. coli expressing H. pylori AddAB, absorbance growth | inhibition, % at 11.9 µM | 330,000 compounds, 0.29% hits | AID 435030; in the data active = inhibition above about 12%;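 note: 0% = vehicle wells of infected cells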
# PKA-R2B activ = activators of human PKA-R2B complex | 340,000 compounds, 0.079% hits | PKA-R2B holoenzyme dissociation, Cy5-IP20 fluorescence polarization; R2B truncated from residue 108, S112A mutant; 0% DMSO only, 100% 113 µM cGMP | activation, % at 11.4 µM | AID 504700;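 active = activation above a cutoff set at the mean over all compounds plus 3 SD, cut at about 18% in these data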;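 note: higher means more holoenzyme dissociation and a rise in polarization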
# Target sequence (P31323 whole entry, looked up, other chains not shown, the tested form may be a part): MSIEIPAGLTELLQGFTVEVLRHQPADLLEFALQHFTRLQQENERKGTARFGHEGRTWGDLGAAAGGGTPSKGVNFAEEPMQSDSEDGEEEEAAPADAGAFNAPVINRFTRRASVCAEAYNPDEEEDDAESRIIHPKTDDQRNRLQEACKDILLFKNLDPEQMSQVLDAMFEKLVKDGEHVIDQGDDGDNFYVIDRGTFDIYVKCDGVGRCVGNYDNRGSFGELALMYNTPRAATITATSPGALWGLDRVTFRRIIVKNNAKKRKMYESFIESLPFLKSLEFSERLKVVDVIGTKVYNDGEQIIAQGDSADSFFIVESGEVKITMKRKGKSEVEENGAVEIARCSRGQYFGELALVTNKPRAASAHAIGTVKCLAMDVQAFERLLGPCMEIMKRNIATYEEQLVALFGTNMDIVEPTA
# PfHsp90 set2 = reduces growth (ATP signal) of yeast expressing P. falciparum Hsp90 | S. cerevisiae expressing PfHsp90, BacTiter-Glo ATP, 48 h; yeast lacking PDR1 and PDR3 efflux regulators | inhibition, % at 9.4 µM | 310,000 compounds, 0.32% hits | AID 504621;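 active = every replicate shows inhibition above about 80%, whatever the replicate mean, limit read from the data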;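 note: 0% = DMSO neutral controls and 100% = 20 µM radicicol positive controls; yeast relying on Plasmodium falciparum Hsp90 in place of its own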
# Tat transport = E. coli Tat transport inhibition; E. coli MC4100 TorA-mCherry Tat export, fluorescence; AID 488895; inhibition, % at 10 µM; 340,000 compounds, 0.036% hits;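 active = mean replicate inhibition at least 50% and at least half of replicates individually reaching 50%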;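 note: exported cargo escapes ClpAP degradation while cytoplasmic cargo is degraded and loses fluorescence; 0% = median of neutral control wells and 100% = median of NaSCN control wells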
# MOR-DOR inv ag = inverse agonist of human OPRM1-OPRD1 heterodimerization; AID 504357; 340,000 compounds, 0.21% hits; P35372+P41143; inhibition, % at 9.3 µM; cell-based MOR-DOR heterodimer luminescence, inverse agonism; in the data active = inhibition above about 22%, passing the limit was not always enough;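 note: 0% = cells with DMSO and 100% = wells without cells with DMSO; values of inactives mirror those of a sister screen read the other way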
# An asterisk follows results filed as active; . = no result given.
SMILES,PKA-R1A activ,MOR-DOR ag,Ecoli viability,SUMO Mot1 rescue,HTR5A inv ag,phage Ecoli inh,AddAB inh,PKA-R2B activ,PfHsp90 set2,Tat transport,MOR-DOR inv ag
Cn1c(-c2ccccc2)c(C#Cc2ccc(N)cc2)c2ccccc21,-14,1.0,-1.0,-32,1,0.7,2.8,-10,-24,0,-6
Cc1cccc(Cn2c(N(C)CCO)nc3c2c(=O)[nH]c(=O)n3C)c1,-4,-1.8,-1.4,4,12,4.1,5.0,-9,-16,-1,9
COc1ccc(CCNC(=O)COC(=O)c2cc(S(=O)(=O)NCc3ccccc3)ccc2O)cc1OC,-7,-1.0,-2.8,.,-15,0.6,2.3,3,0,1,5
Cc1cc(NC(=O)Cc2cc(F)cc(F)c2)no1,0,-2.3,2.4,4,0,2.0,2.5,-7,-3,8,10
CN1C2CCC1CC(NC(=O)CSc1ccc(C(C)(C)C)cc1)C2 (stereo not given),-12,1.7,0.4,-3,5,0.2,0.0,-8,13,-1,-9
CC(C)(C)c1ccc(OC2=CS(=O)(=O)c3ccccc32)cc1,1,2.9,-0.3,5,-38,1.8,-0.6,-6,21,10,-16
N#Cc1ccc(OCC(=O)NCCN2CCOCC2)cc1,-1,-2.5,-1.6,4,17,6.1,-0.4,1,-9,4,10
CCOc1ccc(-n2c(SCC(=O)N3CCC(C(=O)O)CC3)nc3ccccc3c2=O)cc1,-5,-1.8,-1.3,-23,15,0.6,3.8,-1,-11,-1,11
CCc1nnc(NC(=O)CSc2nnc(-c3ccoc3C)n2CC(C)C)s1,0,-0.5,-0.6,-10,-19,1.4,-0.3,1,3,-1,3
COC(=O)c1c(N)sc2c1CC(C)(C)OC2,-3,0.9,-3.0,2,-7,1.9,0.7,7,5,-2,-4
COc1cc(C2C(C#N)=C(N)Oc3n[nH]c(-c4ccccn4)c32)cc(OC)c1OC (stereo not given),7,-2.7,1.0,-11,21,2.6,1.4,9,9,8,13
CCC(=O)OC1CSc2nc3ccccc3n2C1 (stereo not given),-3,-1.8,-2.6,2,-30,9.2,1.9,-7,6,-6,9
Cc1occc1C(=O)N/N=C/C=C/c1ccc(N(C)C)cc1,-6,-1.6,0.6,1,-18,1.8,-1.6,-12,-40,6,9
O=C(Nc1ccc2c(c1)OCO2)C1CC(=O)N(c2ccccc2)C1 (stereo not given),10,-3.9,0.4,11,-26,3.6,0.7,-1,7,-6,21
CC(NC(=O)COc1ccc(/C=N/NS(=O)(=O)c2ccccc2)cc1)c1ccccc1 (stereo not given),-8,-1.8,-0.7,1,22,4.5,-3.7,-4,-20,1,10
COc1ccc(CN(CC2CCC(C(=O)O)CC2)C(=S)Nc2cccc(C)c2)cc1 (stereo not given),0,-1.5,0.8,-5,7,3.2,5.8,13,24,-2,8
COc1ccc(C2C3=C(CC(C)(C)CC3=O)Nc3cc4c(cc32)OCO4)cc1 (stereo not given),-14,0.2,0.2,99,-11,3.3,2.9,-15,10,-3,-1
COCCN(C(=O)CSc1nnc(Nc2ccc(C)cc2)s1)c1c(N)n(CC(C)C)c(=O)[nH]c1=O,-2,-3.1,-0.1,-6,23,-0.5,0.2,-5,26,4,15
COc1cccc(C(=O)NCC(=O)N/N=C/c2cccnc2)c1,-10,-2.5,1.9,7,-7,-0.4,4.7,-5,0,0,13
Cc1ccc(OCC(=O)N/N=C/c2ccc3c(c2)OCO3)cc1C,-20,-0.7,.,.,3,3.2,.,0,15,2,4

# A draw from above in order of formula weight, smallest number first.
SMILES,PKA-R1A activ,MOR-DOR ag,Ecoli viability,SUMO Mot1 rescue,HTR5A inv ag,phage Ecoli inh,AddAB inh,PKA-R2B activ,PfHsp90 set2,Tat transport,MOR-DOR inv ag
Cn1c(-c2ccccc2)c(C#Cc2ccc(N)cc2)c2ccccc21,-14,1.0,-1.0,-32,1,0.7,2.8,-10,-24,0,-6
O=C(Nc1ccc2c(c1)OCO2)C1CC(=O)N(c2ccccc2)C1 (stereo not given),10,-3.9,0.4,11,-26,3.6,0.7,-1,7,-6,21
COc1ccc(C2C3=C(CC(C)(C)CC3=O)Nc3cc4c(cc32)OCO4)cc1 (stereo not given),-14,0.2,0.2,99,-11,3.3,2.9,-15,10,-3,-1

# Other records
SMILES,PKA-R1A activ,MOR-DOR ag,Ecoli viability,SUMO Mot1 rescue,HTR5A inv ag,phage Ecoli inh,AddAB inh,PKA-R2B activ,PfHsp90 set2,Tat transport,MOR-DOR inv ag
COC(=O)c1cc(C(C)=O)n2ccccc12,9,-3.0,1.0,-7,7,1.7,3.2,-5,-55,0,13
CCC(=O)c1ccc(OCC(=O)NC2(C#N)CCCCC2)cc1,-1,-0.2,-3.2,8,-5,-1.1,-1.5,-5,.,8,1
COC(=O)CNS(=O)(=O)c1ccc(Cc2ccc(S(=O)(=O)NCC(=O)OC)cc2)cc1,-8,-0.6,0.7,-18,6,.,0.6,-1,-16,-9,3
O=C(Nc1ccc(O)cc1)c1ccc2c(c1)C(=O)N(Cc1cccnc1)C2=O,0,1.3,0.8,-11,-6,1.0,4.2,2,4,-8,-7
O=C(CSc1ncn[nH]1)Nc1ccccc1-c1ccccc1,-6,-3.2,3.7,-13,-19,2.4,0.7,-10,5,-12,14
CCCCN(C(=O)c1cccs1)c1c(N)n(Cc2ccccc2)c(=O)[nH]c1=O,-7,-2.3,-0.2,6,6,1.6,-0.2,-4,.,-2,12
N/N=C(\c1ccccc1)c1cc(Br)ccc1N,-6,1.9,-0.3,-2,1,2.5,5.0,-11,-6,-2,-11
O=C(Nc1ccccc1)c1ccc(S(=O)(=O)NCc2ccco2)cc1,-4,-2.1,-0.8,2,21,2.1,2.1,-1,8,2,9
COc1ccc(-n2nc(C(=O)NCC(=O)NC3CCCCC3)c3ccccc3c2=O)c(OC)c1,-1,-1.2,0.6,13,2,2.0,1.9,0,34,-2,7
CC(=O)Nc1ccc(C(=O)NN2C(=O)NC3(CCCCC3)C2=O)cc1,-4,0.7,-1.1,-11,14,1.8,0.1,-8,-12,5,-5
Cc1ccc(/C(N)=N/OC(=O)c2cccc(F)c2)cc1,-2,0.5,0.9,0,-2,2.3,0.4,-6,27,5,-2
Cc1nonc1NC(=O)CSc1nnnn1-c1ccccc1,5,1.5,1.4,-9,-22,0.7,0.1,-8,-8,-1,-11
O=C(NCc1ccccc1)C1=C[C@H](c2ccc(Br)cc2)C[C@H](OCCCCO)O1,-12,-1.6,0.2,0,11,-1.3,2.6,3,-1,8,9
Cc1ccc(NC(=O)C(=O)NCC2CCCN2S(=O)(=O)c2cccs2)cc1 (stereo not given),3,-0.4,-0.7,464*,-8,3.2,-0.4,-4,.,-1,2
S=c1[nH]nc(Cc2cccc3ccccc23)o1,-1,-1.8,0.4,103,14,2.5,-1.0,7,-28,-1,11
COCCOC(=O)c1sc2nc[nH]c(=O)c2c1C,-1,-1.6,-0.6,7,-25,3.8,-0.2,10,18,0,8
Cc1cc(CN2C(=O)c3ccccc3C2=O)no1,1,-2.9,2.2,3,-24,3.9,3.2,10,7,4,15
C#CC(C)(C)NC(=O)c1sccc1Oc1ccc(F)cc1[N+](=O)[O-],-7,-3.5,-0.3,-1,-3,3.5,3.2,-2,-8,-3,18
COc1cc(OC)c(C(=O)OCC(=O)NC2CCCCCCC2)cc1OC,-6,-3.4,-0.4,-20,3,1.6,-2.2,-5,-2,-6,16
CC(C)CC(=O)NCCCN1CCN(CCCNC(=O)CC(C)C)CC1,-5,-1.7,-1.4,17,1,2.3,-1.1,-4,.,-8,9
O=C(CSc1nc2cc(Cl)ccc2s1)N1CCCc2ccccc21,-3,1.4,-1.1,-24,16,2.7,0.8,-1,-40,2,-7
Cc1ccc(OCC(=O)NC2CCS(=O)(=O)C2)c(C)c1 (stereo not given),-7,-2.2,.,-16,10,0.1,.,-4,0,0,15
CCC1(CC)C(=O)NC(=O)NC1=Nc1cccc(OC)c1,-19,-1.0,0.4,-9,6,2.6,2.4,6,3,-4,4
COCCN(CCOc1cc(C)cc(C)c1)Cc1ccc(Cl)cc1,20*,2.4,-1.4,15,-7,0.4,-0.6,1,3,9,-11
CO/N=C(/CNC(=O)c1cccc(Cl)c1)c1ccc(Cl)cc1,-3,-0.1,2.7,211,-6,0.5,-1.3,2,3,3,1
COc1ccc(NC(=O)c2cc3c(=O)n(C)c4ccccc4c3n2C)cc1Cl,-5,-1.9,-1.6,-29,1,2.4,1.0,-1,-25,2,10
CC1(C)Cc2c(cnn2-c2cccc(F)c2)C(NC(=O)CSc2ccccn2)C1 (stereo not given),-5,-2.4,1.9,3,-16,0.7,3.7,-2,-2,6,13
CCn1ncc(C2=NOC(C(=O)NCC(C)C)C2)c1C (stereo not given),-17,0.4,0.0,6,-38,2.2,2.6,3,17,-4,-2
COc1ccc(CN(CC(=O)NCc2ccccc2)C(=O)CCC(=O)Nc2nccs2)cc1,1,1.1,-2.3,-6,-12,3.9,0.7,-6,-4,4,-9
COc1ccc2cc(C(=O)N3CCN(c4ccccc4OC)CC3)[nH]c2c1,0,2.8,-1.2,3,-8,1.6,0.4,-3,8,1,-16
CC(C)(C)SCCNC(=O)CN1C(=O)c2ccccc2S1(=O)=O,4,0.5,0.8,-20,-8,3.0,3.9,-1,18,2,-2
CC(=O)Nc1sc(N/N=C\c2ccc(O)cc2)nc1-c1cccs1,-6,0.0,-0.1,33,3,-2.6,2.0,-3,10,-9,0
Cc1ccc(NC(=O)CSc2ccc3c(c2)OCCO3)nc1,-9,-2.5,-1.6,-11,10,-0.7,-1.5,-7,.,-2,16
COC(=O)CSc1nnc(COc2ccc([N+](=O)[O-])cc2)n1C,-7,-2.7,-1.2,-2,-9,2.7,-0.2,0,-8,4,16
COc1ccc(C2C(C#N)=C(N)Oc3cc(C)n(Cc4ccco4)c(=O)c32)cc1 (stereo not given),6,-0.9,-1.7,-9,-15,1.9,-1.6,-3,1,-3,5
O=C(CN(C(=O)CNS(=O)(=O)c1ccc(F)cc1)c1ccccc1)NCc1ccco1,6,1.0,1.7,17,9,0.9,1.1,2,-2,-1,-8
COc1ccccc1N1CCN(/N=C/c2cccc(O)c2)CC1,-3,0.8,1.6,-14,8,2.8,0.8,-3,4,-1,-5

# 4 consecutive entries out of the list so far:
SMILES,PKA-R1A activ,MOR-DOR ag,Ecoli viability,SUMO Mot1 rescue,HTR5A inv ag,phage Ecoli inh,AddAB inh,PKA-R2B activ,PfHsp90 set2,Tat transport,MOR-DOR inv ag
O=C(CSc1nc2cc(Cl)ccc2s1)N1CCCc2ccccc21,-3,1.4,-1.1,-24,16,2.7,0.8,-1,-40,2,-7
Cc1ccc(OCC(=O)NC2CCS(=O)(=O)C2)c(C)c1 (stereo not given),-7,-2.2,.,-16,10,0.1,.,-4,0,0,15
CCC1(CC)C(=O)NC(=O)NC1=Nc1cccc(OC)c1,-19,-1.0,0.4,-9,6,2.6,2.4,6,3,-4,4
COCCN(CCOc1cc(C)cc(C)c1)Cc1ccc(Cl)cc1,20*,2.4,-1.4,15,-7,0.4,-0.6,1,3,9,-11
